# SNCA expr inh: Primary qHTS assay for inhibitors of alpha-synuclein gene (SNCA) expression. HEK-293 SNCA-luciferase knock-in, luminescence, 24 h. Potency, µM (highest dose often 57.2 µM), for inactives: top-dose activity change, negative = inhibition, usual class: inhibitors. actives 0.17% (n = 140,000). AID 1671194, 2021;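 note: potency is the fitted concentration of half-maximal effect; plate controls were DMSO cells for no effect and cell-free wells for full effect; nearly all actives have a fitted effect of over 45% in size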
# NIH3T3 tox: Cytotoxic Profiling in NIH 3T3 Cell Line of Diverse Libraries Using Quantitative High-Throughput Screening | NIH 3T3 viability, CellTiter-Glo ATP luminescence, 48-72 h | Potency, µM (doses to about 96.7 µM), inactives show at the top dose activity change, negative = cytotoxicity, actives largely listed as inhibitors | actives 4.3% (n = 94,000) | AID 1345082, 2018; note: potency is the fitted concentration of half-maximal effect; nearly all actives have a fitted effect of over 55% in size
#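 Luminescent ATP readout (CellTiter-Glo, 10 min RT) after 48 or 72 hr compound exposure of NIH 3T3 cells seeded at 400 cells/well in 1536-well format; quantitative HTS.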
# HEK cytotox: Cytotoxic Profiling in HEK 293 Cell Line of Diverse Libraries Using Quantitative High-Throughput Screening | HEK 293 viability, ATP luminescence (CellTiter-Glo), 48-72 h | Potency, µM (doses to about 115 µM), for inactives: at the top dose activity change, negative = cytotoxicity, most hits filed as inhibitors | actives 6.6% (n = 94,000) | AID 1345083, 2018; note: potency is the fitted concentration of half-maximal effect; nearly all actives have a fitted effect of over 60% in size
#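 qHTS cytotoxicity; HEK 293, 250 cells/well; compound pinned; 48 or 72 hr, 37 degree Celsius, 5% CO2, 95% humidity; CellTiter-Glo, 10 min RT; luminescence (ATP).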
# IP6K1 inhibitor: Primary qHTS assay for small molecule inhibitors of Inositol hexaphosphate kinase 1 (IP6K1). Inositol hexakisphosphate kinase 1 (Homo sapiens), Q92551. IP6K1 kinase, ADP-Glo luminescence, 2 h; stronger effect = lower value. activity change, % (series mostly up to about 58 µM). actives 0.81% (n = 140,000); in the data active = activity change below about -25%
#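 ADP-Glo luminescence measures ADP made by human IP6K1 during a 2 h RT reaction with ATP/IP6 (mix at 1.3 mM/130 uM); top library doses 57.5 and 19.1 uM final.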
# HEK293 viab: GF-AFC viability counterscreen for inhibitors of alpha-synuclein gene (SNCA) expression. AID 1671193, 2021. actives 0.12% (n = 150,000). Potency, µM (doses to about 57.1 µM), for the others: at the highest dose activity change, negative = cytotoxicity, most hits filed as cytotoxic. HEK-293-SNCA-luc viability, GF-AFC fluorescence, 24 h;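 note: potency is the fitted concentration of half-maximal effect; 0% = DMSO-treated cells and -100% = medium-only wells without cells; nearly all actives have a fitted effect of over 30% in size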
#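 HEK-293-SNCA-luc cells (1500/well) plated 24 h, then exposed 24 h to a dilution series; GF-AFC added 30 min at 37C, fluorescence 405/540 nm; normalised to medium-only and DMSO wells, Hill fit.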
# GPT2 inh: Primary qHTS assay for inhibitors of Glutamate pyruvate transaminase 2 (GPT2) | Alanine aminotransferase 2 (Homo sapiens), Q8TD30 | Recombinant GPT2, coupled pyruvate oxidase/HRP Amplex Red fluorescence | Potency, µM (top dose mostly 57.7 µM), without a hit: at the highest dose activity change, negative = inhibition, most hits filed as inhibitors | actives 0.25% (n = 100,000); note: potency is the fitted concentration of half-maximal effect; nearly all actives have a fitted effect of over 60% in size; many of its hits are not listed in these tables
# Target sequence (Q8TD30 whole entry, looked up): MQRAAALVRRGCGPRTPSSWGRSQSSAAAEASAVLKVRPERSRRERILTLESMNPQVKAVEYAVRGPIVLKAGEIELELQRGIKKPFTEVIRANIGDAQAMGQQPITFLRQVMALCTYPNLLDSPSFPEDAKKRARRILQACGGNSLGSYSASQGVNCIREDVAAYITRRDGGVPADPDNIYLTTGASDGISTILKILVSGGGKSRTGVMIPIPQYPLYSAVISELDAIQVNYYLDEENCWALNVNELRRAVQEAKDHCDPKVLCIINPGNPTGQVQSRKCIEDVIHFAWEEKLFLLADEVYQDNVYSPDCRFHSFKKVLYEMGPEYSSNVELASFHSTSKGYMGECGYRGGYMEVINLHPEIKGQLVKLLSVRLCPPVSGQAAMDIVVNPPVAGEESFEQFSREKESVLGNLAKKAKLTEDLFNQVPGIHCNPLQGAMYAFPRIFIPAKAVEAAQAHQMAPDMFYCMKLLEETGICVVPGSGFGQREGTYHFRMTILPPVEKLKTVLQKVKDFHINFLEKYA
#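 Fluorescence read-out: pyruvate from GPT2 turnover coupled to pyruvate oxidase, HRP and Amplex Red (0.2mM ThPP, 0.2U/mL PO and HRP, 50uM Amplex final). Substrates 250uM a-KG, 2mM L-alanine; enzyme 10ng/uL; 30 min RT.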
# Luciferase inh: Firefly luciferase inhibition profiling of diverse chemical library using quantitative high-throughput screening. purified P. pyralis luciferase, luminescence, biochemical. AID 1347043, 2019. actives 2.5% (n = 76,000). Luciferin 4-monooxygenase (Photinus pyralis), P08659. Potency, µM (top dose mostly 115 µM), inactives show top-dose activity change, negative = inhibition, usual class: inhibitors; note: potency is the fitted concentration of half-maximal effect; nearly all actives have a fitted effect of over 65% in size
# Target sequence (P08659 whole entry, looked up): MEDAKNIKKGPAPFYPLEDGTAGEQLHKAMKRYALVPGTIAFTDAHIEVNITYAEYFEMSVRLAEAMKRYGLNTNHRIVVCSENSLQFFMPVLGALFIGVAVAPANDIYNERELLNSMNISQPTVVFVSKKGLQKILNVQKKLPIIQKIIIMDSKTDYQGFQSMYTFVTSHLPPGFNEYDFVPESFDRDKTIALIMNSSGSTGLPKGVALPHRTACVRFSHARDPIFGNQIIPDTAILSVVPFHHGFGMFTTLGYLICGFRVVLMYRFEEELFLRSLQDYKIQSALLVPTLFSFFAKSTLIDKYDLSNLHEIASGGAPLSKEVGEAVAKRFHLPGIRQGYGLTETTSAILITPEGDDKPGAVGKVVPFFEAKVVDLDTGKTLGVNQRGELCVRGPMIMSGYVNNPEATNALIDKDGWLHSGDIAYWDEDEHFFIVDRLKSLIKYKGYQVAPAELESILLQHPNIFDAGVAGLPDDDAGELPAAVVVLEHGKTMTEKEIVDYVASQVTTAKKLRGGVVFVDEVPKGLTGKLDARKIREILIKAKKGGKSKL
#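 Inhibitors were tested against purified firefly luciferase in a biochemical, low-substrate format (both substrates at 10uM) and luminescence measured with a CCD imager.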
# * marks the source's active call; other numbers are inactive results; i = inactive; ? = inconclusive; / = not tested or not shown; & = joins results of further samples; [ ] = another dose, or the depositor's remark. Unless noted, calls come from the whole dose curve; as a rule, active = well fitted curve in the direction sought with a large enough effect; inconclusive = small, poorly fitted or top-dose-only effect, or another doubt; inactive = no such curve, though single readings can be large; an effect the other way counts as inactive or inconclusive. Unless noted, % is set by controls: 0 for no effect and ±100 for the full control effect.
# Screens in order – HEK293 viab, SNCA expr inh, GPT2 inh, Luciferase inh, IP6K1 inhibitor, HEK cytotox, NIH3T3 tox
- O=C(CCc1cc2ccccc2[nH]c1=O)NCc1ccco1
→ 10.1%, 3.0%, i, -6.7%, 22.6, 13.3%, 0.4%
- Cc1ccc(-c2ccccc2CN2CCC(C(=O)N3CCOCC3)CC2)cc1Cl
→ -4.2%, -10.2%, i, /, 5.6, 79.4µM*, ?
- Cc1ccc(CN(Cc2ccco2)C(=O)c2ccc(Cl)cc2)o1
→ -3.4%, 26.0%, /, /, -17.7, /, /
- Cc1ncsc1C(=O)NC1CC(c2cc(=O)[nH]c(N3CCCC3)n2)C1 (stereo not drawn)
→ 8.4%, 7.5%, -7.6%, -8.9%, 12.9, 0.7%, -4.2%
- C[C@H]1[C@@H]2[C@@H](O)C([C@H](C)C(=O)NCc3ccc(F)cc3)CC[C@@]2(C)CC[C@@H]1NC(=O)c1ccccc1 (stereo partly drawn)
→ -20.7%, 17.9%, -0.3%, 1.7%, -5.0, 39.8µM*, ?
- Cc1ccc(NC(=O)CCS(=O)(=O)c2ccc(Br)cc2)c(C)c1
→ 2.4%, -0.5%, /, /, 13.9, /, /
- CCOCCN1C(=O)NC(c2ccccc2)C2=C1COC2=O (stereo not drawn)
→ 6.2%, ?, i, -3.7%, 5.6, 1.1%, i
- O=C(CCn1ccn2nc3c(c2c1=O)CCCC3)NCCCc1ccccc1
→ -16.3%, ?, i, 1.4%, -5.2, -4.3%, -5.3%
- CCn1nc(C)c(CNC(=O)c2ccc(N3CC4CC(C3)[C@H]3CCCC(=O)N3C4)nc2)c1C (stereo partly drawn)
→ -2.1%, 9.3%, i, 1.3%, 27.0, -1.6%, i
- CCn1cc(CN2CCCCC2c2nc(CCOCC3CCOCC3)no2)cn1 (stereo not drawn)
→ -8.5%[12.5 µM], 6.3%, i, 0.4%, 16.4, 0.3%, ?
- COc1ccccc1CNC(=O)CCCN1C(=O)CCn2nc(-c3cn(C)c4ccccc34)cc21
→ -12.3%, 6.9%, /, /, -8.7, /, /
- COc1cc(=O)n2c(c1C(=O)Nc1ccc(F)c(Cl)c1)CCCC2
→ 9.2%, 10.7%, i, -10.8%, 10.1, -5.4%, i
- CC(C)N1CC(C(=O)NCCc2ccccc2F)NC1=O (stereo not drawn)
→ 6.5%[12.5 µM], 3.2%[87.6 µM], i, /, 10.2, 0.0%[172 µM], -22.7%[138 µM]
- O=C1NC(=NC2CCCC2)C2(CCN(Cc3ccccc3)C2)N1c1cccnc1 (stereo not drawn)
→ -1.9%, 2.1%, -16.2%, /, 0.9, 0.0%, ?
- O=C(c1csc(Cc2ccccc2)n1)N1CC[C@H](CO)[C@@H](O)C1
→ 0.1%, -2.9%, 0.4%, 5.8%, -2.6, 3.6%, i
- COC(=O)c1cccc(NC(=S)N[C@@H]2C=C[C@@H](c3c(C)nn(-c4ccc(C(C)C)cc4)c3C)C2)c1
→ -13.1%, 78.1%[activator], -15.6%, 12.6µM*, -1.4, ?, ?
- CCOC(=O)c1cnc2ccc(Cl)cc2c1Nc1ccc(OCC)cc1
→ -15.5%, 19.1%, /, /, -24.3, /, /
- O=C(NCCc1ccncc1)C1CN(Cc2cccnc2)CC12CCOCC2 (stereo not drawn)
→ -3.9%, 3.0%, -6.4%, 0.2%, 11.2, i, i
- CCn1ccc2c(OCC(=O)Nc3ccccc3C(F)(F)F)cccc2c1=O
→ -15.9%, -18.3%, /, /, 0.9, /, /
- OCCn1cnc2cc(-c3n[nH]c(C4CCOC4)n3)ccc21 (stereo not drawn)
→ 9.0%, 19.2%, -10.1%, 2.6%, 4.0, -8.5%, -3.3%
- CCOc1ccc(OCC)c(Nc2nc3ccccc3n3nnnc23)c1
→ 10.6%, -5.3%, /, /, -14.3, /, /
- COc1ccc2cc(C(=O)N3CCC(Cc4ccc(C(=O)NC5CC5)cc4)CC3)[nH]c2c1
→ -2.4%, -7.0%, i, -20.0%, 0.7, 35.5µM*, 28.2µM*
- COc1ccc(CN2C(=O)COC[C@H]2C(=O)Nc2ccc(Cl)cc2)c(OC)c1
→ 2.7%, -9.9%, -7.1%, -4.8%, 14.6, -16.7%, -21.8%
- Cc1noc([C@@H]2CC(F)(F)CN2C(=O)c2ncccc2F)n1
→ -6.3%, -14.6%, -9.9%, -5.0%, 9.3, ?, -16.5%
- CC(C)CN1C(=O)COC[C@@H]1[C@H](O)c1ccc(NC(=O)C2CCC2)cc1
→ 0.8%[87.6 µM], 5.9%[87.6 µM], ?, 9.5%[172 µM], -13.2, 4.4%[172 µM], -5.7%[138 µM]
- CCN(Cc1ccccn1)C(=O)c1csc2nc(-c3cc(C)ccc3C)cn12
→ -13.1%, 31.8%[activator], -8.7%, ?, -0.1, ?, -9.8%
- COCCCNC(=O)CSc1nc2ccccc2c(=O)n1Cc1ccco1
→ 10.5%, 11.6%, /, /, 33.5, /, /
- COc1ccc(CNC(=O)N2CCC3(CC2)CC(N(C(C)=O)C2CC2)CCO3)cc1 (stereo not drawn)
→ -4.5%, -26.1%, -0.9%, -9.7%, -14.8, ?, -13.8%
- O=C(C1CC1)N1CCC2(CC1)CC(N(Cc1ccccc1)C1CC1)CCO2 (stereo not drawn)
→ -0.1%, -6.5%, i, -5.7%, -6.8, ?, -32.1%
- Cc1nc(-c2ccccc2OC2CN(C(=O)c3cccc4[nH]ccc34)C2)no1
→ -4.6%, 33.1%[activator], i, 3.3%, -1.7, ?, ?
- CCc1ccc(O)c(C(=O)c2cnc3cc(-c4ccc(C)cc4)nn3c2)c1
→ -0.4%, -26.7%, /, /, -5.0, /, /
- O=C(COc1ccccc1)N(Cc1cccnc1)c1nc2ccc(F)cc2s1
→ 14.7%, 237.1%[activator], /, /, 16.8, /, /
- CCOC(=O)CC1CCCCN1C(=O)CCC1(Cc2ccc(F)cc2)CCC(=O)N1 (stereo not drawn)
→ -11.1%, -18.9%, -16.7%, -1.7%, 9.7, -9.3%, -19.5%
- CCCN1C[C@H](CSC)C[C@@H]2c3cccc4[nH]cc(c34)C[C@H]21
→ -2.4%, 5.9%, i, /, 0.8&1.4, /, /
- O=C(NCC(c1ccccc1)c1ccccc1)c1nn(-c2ccccc2F)nc1CO
→ 8.6%, -1.0%, /, /, 50.1, /, /
- COc1ccc(CN2C[C@@H]3C(C(=O)Nc4ccccc4)=NO[C@@H]3C2)cc1OC
→ -4.7%[87.6 µM], ?, 3.3%[88.5 µM], -15.7%[172 µM], -6.5, ?, ?
- Cc1noc(-c2ccc3c(c2)OCO3)c1C(=O)NCCC(c1ccccc1)c1ccccc1
→ 17.9%, -8.4%, 1.5%, -6.4%, 14.0, 22.4µM*, ?
- CCN1C[C@H]2COc3ccc(C)cc3[C@H]2N(C(=O)c2ccccc2)CCC1=O
→ /, /, /, /, -3.4, ?, -23.8%
- COC[C@@H]1CN(C(=O)c2cccc(C)c2)C[C@H]1c1nc(C2CC2)no1
→ 0.5%, -26.1%, -18.7%, 0.7%, -6.2, -11.5%, -2.7%
- COc1ccccc1NC(=O)NC[C@H]1O[C@H](Cc2cc(C(C)(C)C)on2)CC[C@@H]1O
→ -18.9%[87.6 µM], -28.3%[87.6 µM], ?, 0.6%[172 µM], 16.1, ?, -28.8%[138 µM]
- Cc1nn(C)c(C)c1S(=O)(=O)N[C@@H]1COCC[C@H]1OCc1ccccn1
→ 1.2%, -2.1%, 3.4%, 9.2%, -2.0, -1.9%, -1.4%
- COc1cccc(C(=O)Nc2cccc(C(=O)OCc3cc(=O)n4nc(C5CC5)sc4n3)c2)c1
→ -8.6%, 93.5%[activator], /, /, -13.3, /, /
- Cc1c(NS(C)(=O)=O)cccc1-c1nc2ccccc2s1
→ 0.4%, 127.5%[activator], /, /, 22.8, /, /
- Cc1ccc(NC(=O)CN2C(=O)COc3ccc(S(=O)(=O)N4CCCCCC4)cc32)cc1C
→ ?, -8.5%, /, /, 7.9, /, /
- Cc1ccc2cc(CCC(=O)NCc3ccco3)c(=O)[nH]c2c1
→ 3.2%, -1.1%, i, -10.4%, 35.2, -4.2%, -3.8%
- CCNC(=O)N1CCC[C@@H](O)[C@H](NC(=O)c2ccc(OCCOC)cc2)C1
→ 0.7%[87.6 µM], -6.2%[87.6 µM], ?, -4.4%[172 µM], 17.2, -26.0%[172 µM], -10.5%[174 µM]
- CC1=C(C(=O)Nc2cccc(Cl)c2)C2(CCCCCC2)OC1=O
→ -2.9%, 11.9%, /, /, 3.7, /, /
- Cc1ccc(CNC(=O)NCc2noc3ccc(C)cc23)cc1
→ 7.0%, 3.4%, /, /, -16.3, /, /
- CC(C)NC(=O)C[C@@H]1O[C@H](CNC(=O)C2CC2)[C@@H](O)[C@H]1O
→ 4.0%[87.6 µM], 1.5%[87.6 µM], i, -10.0%[172 µM], 0.3, -0.7%[172 µM], -24.7%[174 µM]
- O=C(N[C@@H]1CN(c2ncccn2)C[C@H]1CO)c1cc2ccccc2[nH]1
→ -2.8%, 118.8%[activator], -15.8%, ?, 2.0, -5.5%, -19.3%
- CCN1C(=O)C2CC3(CCN(Cc4ccc(C)s4)CC3)CN2C1=O (stereo not drawn)
→ -13.9%, -7.7%, i, 8.1%, 5.6, -10.9%, -17.4%
- COc1ccc(CNC(=O)CCCN2C(=O)CCn3nc(-c4cn(C)c5ccccc45)cc32)cc1
→ -3.1%, 18.3%, /, /, -11.2, /, /
- Cc1cnc(C(=O)N2CCOc3ccc(CN4CCCCCC4)cc3C2)cn1
→ -3.0%, 25.7%, i, 3.4%, -3.8, -17.5%, 1.1%
- COc1cccc(N2CCN(C(=O)c3cc4n(n3)CC(c3ccc(Cl)cc3)OC4)CC2)c1 (stereo not drawn)
→ 7.9%, -2.7%, 3.1%, -5.3%, 0.0, ?, ?
- Cc1ccccc1N1CCN(C2CCCN(C(=O)c3ccc(-c4ccco4)cc3)C2)CC1 (stereo not drawn)
→ -3.1%, 6.8%, ?, -9.2%, 1.4, -17.5%, -27.3%
- COc1ccccc1NC(=O)N1CCc2cc(OC)c(OC)cc2C1CNC(=O)C(C)C (stereo not drawn)
→ -1.8%, 11.0%, -6.6%, -3.4%, -9.5, -1.8%, -2.0%
- CN(CC(=O)N1CCC(C)(c2noc(C3CC3)n2)CC1)S(=O)(=O)c1ccc2c(c1)oc(=O)n2C
→ 9.5%, 8.3%, 3.5%, 1.4%, -10.5, -13.7%, -20.5%
- COCC(=O)NC[C@H]1Cn2c(-c3ccc(Cl)cc3)cnc2CO1
→ 4.2%[87.6 µM], -5.6%[87.6 µM], i, 5.9%[172 µM], 6.1, -23.9%[172 µM], ?

# Not all compounds are listed. The share of hits here may be higher or lower than overall.
